dFosB activator: enhances mouse delta FosB homodimer DNA binding | 340,000 compounds, 0.99% hits | activation, % at 25 µM | purified delta FosB, TAMRA-CDK5 oligo fluorescence polarization; percent of positive-control signal above neutral wells;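 active = mean activation above about 17%, with every replicate also reaching it, limit read from the data, passing the limit was not always enough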;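 also: fluorescence polarization rise as delta FosB binds a TAMRA Cdk5 AP-1 oligo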
Target sequence (P13346 whole entry, looked up): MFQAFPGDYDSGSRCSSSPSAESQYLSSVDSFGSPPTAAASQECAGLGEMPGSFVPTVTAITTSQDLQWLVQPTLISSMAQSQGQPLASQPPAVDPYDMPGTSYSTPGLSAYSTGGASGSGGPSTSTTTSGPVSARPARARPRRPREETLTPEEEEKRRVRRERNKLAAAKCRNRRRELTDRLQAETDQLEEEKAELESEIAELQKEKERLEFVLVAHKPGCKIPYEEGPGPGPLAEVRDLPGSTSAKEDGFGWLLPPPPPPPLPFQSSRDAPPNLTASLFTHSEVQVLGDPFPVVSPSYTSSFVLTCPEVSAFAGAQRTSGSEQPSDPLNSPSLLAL
V-ATPase pHluor: alters yeast V-ATPase proton transport | S. cerevisiae, pHLuorin cytosolic pH fluorescence | response, % at 10 µM | 350,000 compounds, 0.37% hits; in the data active = response mostly above about 7.3%, no sharp cut-off; inactive = mostly below about 5.4%; also: actives read high; inactives centre near 0; some compounds called inactive have numbers as strong as hits; reference of the scale not given here
Tat export inh: E. coli Tat transport inhibition; E. coli MC4100 TorA-mCherry Tat export, fluorescence; inhibition, % at 10 µM; 340,000 compounds, 0.036% hits; AID 488895;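 active = mean replicate inhibition at least 50% and at least half of replicates individually reaching 50%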;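 also: exported cargo escapes ClpAP degradation while cytoplasmic cargo is degraded and loses fluorescence; 0% = median of neutral control wells and 100% = median of NaSCN control wells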
cardiac RTF act: increases calcium sensitivity of human cardiac regulated thin filaments. P19429+P45379. IANBD-labeled TnC RTF fluorescence at EC20 calcium; 0% EC20 calcium, 100% full calcium. activation, % at 7.2 µM. 340,000 compounds, 0.24% hits. AID 493008;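 active = activation above the mean over all tested compounds plus 3 SD, cut at about 30% in these data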;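 also: rise in fluorescence read as greater calcium sensitivity of cardiac thin filaments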
Wnt act: Wnt/beta-catenin pathway activation; Wnt/beta-catenin reporter cell assay, activator, plate reader; activation, % at 9.35 µM; 300,000 compounds, 1.2% hits; AID 743398; in the data active = activation above about 30%, passing the limit was not always enough;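 also: 0% = neutral control wells and 100% = positive control wells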
Rtt109 Vps75: blocks Candida albicans Rtt109/Vps75 acetyltransferase activity. purified Rtt109/Vps75, ThioGlo CoA-SH fluorescence, 4 h. inhibition, % at 34.9 µM. 330,000 compounds, 0.16% hits. AID 540336;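 active = inhibition of at least 50% in every replicate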
CAL PDZ FP-1: CAL PDZ (human) peptide binding inhibition. Q9HD26. purified CAL PDZ, TMR-peptide fluorescence polarization, 1 h. inhibition, % at 24.9 µM. 300,000 compounds, 0.92% hits. AID 602252;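 active = mean inhibition of at least 30% with at least half of replicates also reaching 30%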;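 also: 0% = DMSO neutral control and 100% = excess unlabeled competitor peptide PRC23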
MITF act: activators of MITF-driven TRPM1 promoter activity in SK-MEL-5 cells. SK-MEL-5 TRPM1-promoter luciferase, 24 h; % of positive control, neutral wells = 0. activation, % at 12.5 µM. 300,000 compounds, 0.75% hits;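 active = mean activation of at least 80% with every replicate also reaching 80%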;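 also: 0% = neutral control wells and 100% = parthenolide positive control wells; values of inactives mirror those of a sister screen read the other way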
CAL PDZ FP-2: human CAL PDZ-peptide interaction inhibition; AID 504414; purified CAL PDZ, TMR-peptide fluorescence polarization, 1 h; inhibition, % at 20 µM; 330,000 compounds, 0.02% hits;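 active = highest replicate inhibition of at least 40%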;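 also: plate controls were DMSO neutral control wells for no effect and unlabeled competitor peptide control wells for full effect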
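Material: tagged CAL PDZ domain; buffer or medium: 25 mM sodium phosphate pH 7.4, 150 mM NaCl, TCEP, IgG, Thesit; compound dosing: single point, 20 µM; schedule: 1 h incubation at room temperature before polarization reading; measured by: FP readout, S and P plane fluorescence; read-out basis: percent inhibition from loss of millipolarization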
CDK5 inh: blocks human CDK5/p35 kinase activity | Q00535+Q15078 | Recombinant CDK5/p35, ADP-Glo luminescence, 60 min | inhibition, % at 10 µM | 330,000 compounds, 0.01% hits | AID 488839;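 active = highest replicate inhibition of at least 50% and at least 75% of replicates reaching 50%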;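 also: plate controls were DMSO neutral control for no effect and GW8510 at 10 µM for full effect; many of its hits are not listed in these tables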
Target sequence (Q00535 whole entry, looked up): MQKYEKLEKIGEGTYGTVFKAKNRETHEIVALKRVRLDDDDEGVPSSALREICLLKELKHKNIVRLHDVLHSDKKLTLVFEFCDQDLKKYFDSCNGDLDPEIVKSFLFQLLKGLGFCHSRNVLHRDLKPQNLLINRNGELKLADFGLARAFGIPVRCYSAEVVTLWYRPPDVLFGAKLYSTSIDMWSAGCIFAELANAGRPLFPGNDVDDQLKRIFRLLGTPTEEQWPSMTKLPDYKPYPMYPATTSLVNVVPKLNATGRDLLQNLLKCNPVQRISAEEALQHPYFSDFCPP
Target sequence (Q15078 whole entry, looked up): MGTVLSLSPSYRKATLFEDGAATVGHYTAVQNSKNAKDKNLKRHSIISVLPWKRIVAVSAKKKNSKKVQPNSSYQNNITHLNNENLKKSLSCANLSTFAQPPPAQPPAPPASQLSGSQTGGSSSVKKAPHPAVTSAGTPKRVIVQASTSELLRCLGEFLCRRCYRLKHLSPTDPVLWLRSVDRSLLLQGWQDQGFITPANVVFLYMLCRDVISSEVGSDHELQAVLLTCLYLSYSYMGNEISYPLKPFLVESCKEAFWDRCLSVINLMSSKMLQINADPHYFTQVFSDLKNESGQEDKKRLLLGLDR
* marks the source's active call; other numbers are inactive results; x = not tested or not shown; & = joins results of further samples.

Values run as follows: dFosB activator, V-ATPase pHluor, Tat export inh, cardiac RTF act, Wnt act, Rtt109 Vps75, CAL PDZ FP-1, MITF act, CAL PDZ FP-2, CDK5 inh
Nc1[nH]n(-c2ccccc2)c(=O)c1N=Nc1ccc2c(c1)OCO2
    -5, -4, 2, -4, 58*, 6, 2, 77, -1.2, -0.3
CCOc1ccccc1C1NC(=O)NC(C)=C1C(=O)OC1CCCCC1 (stereo unspecified)
    -8, -6, -5, 2, x, 3, -1, -16, -2.2, -0.5
COc1ccc(CN(C(=O)COc2ccccc2)c2ccccc2C(=O)O)cc1
    -5, -3, 3, 3, -3, -15, -3, 20, 0.3, -0.9
CCCCn1c(N)c(N(C(=O)CSc2nncn2-c2ccccc2)C2CCCC2)c(=O)[nH]c1=O
    -3, -4, 2, -3, 2, 4, -6, 2, -0.8, 0.1
Fc1ccc(-n2nnc(-c3ccccc3)n2)cc1
    -16, 7, -7, -5, -1, -2, -5, 5, -2.7, -0.5
COc1ccc(Cl)cc1NC(=O)CSc1nncn1-c1cccnc1
    -8, 1, 1, 2, x, 4, -5, -11, 2.2, -6.5
CC(C)C(=O)Nc1ccc2c(c1)oc1ccccc12
    5, -1, -3, -6, x, -3, -13, 58, -1.4, -1.9
CCc1ccccc1NC(=O)CCC(=O)Nc1nnc(C(C)C)s1
    0, -5, 0, 2, -1, 0, 0, -7, 0.0, 0.5
COc1ccc(N2CCN(Cc3nc4c(c(=O)n(C)c(=O)n4C)n3Cc3ccccc3C)CC2)cc1
    -3, 1, -14, 1, -1, 1, 2, 5, 0.9, -0.4
CC(=O)CSc1nnc(-c2ccncc2)n1C
    3, 2, 7, 0, -1, 3, 12, 4, -0.1, 0.3
CCC(C)NC(=O)NC1C(NC(=O)NC(C)CC)N(C)C(=O)N1C (stereo unspecified)
    0, -1, -7, 4, x, 8, -1, -2, -2.4, 1.9
Cc1cc(NC(=O)C(C)Sc2nnc(NCc3ccco3)s2)no1 (stereo unspecified)
    -5, -5, 11, 2, -2, -2, 1, -4, -0.4, -0.2
COc1ccc(CNC(=O)CN(C(=O)CCC(=O)Nc2nccs2)c2ccc3c(c2)OCO3)cc1
    -7, -5, 0, -6, 12, 0, -1, x, -3.9, -0.5
Cc1ccc(N(CC(=O)NC2CCCCC2)C(=O)Cn2nnc(-c3ccc(C)o3)n2)cc1
    -19, 13*, 1, 5, -1, 13, -9, 5, 17, -0.6
O=C(Nc1ccccc1-c1nnn(CC(=O)N2CCCc3ccccc32)n1)c1ccc(Cl)cc1
    -4, 1, 0, 5, -4, 11, -1, 1, 0.6, 0.5
O=C(CCn1c(=O)oc2ccccc21)NCCCN1CCOCC1
    1, -2, 0, 2, -1, 2, 0, -3, -2.9, 0.1
O=C(O)c1ccccc1C(=O)NCCc1c(C(=O)O)[nH]c2ccc(F)cc12
    9, 4, -1, -1, 5, 2, -1, 6, 1.8, -0.7
CC(COc1cccc2ccccc12)CN1CCN(C)CC1 (stereo unspecified)
    -5, 3, 3, 1, x, -2, x, 20, -3.4, -3.7
Cc1ccc(S(=O)(=O)N2CC=C(N)N2)cc1
    8, 1, 12, 0, 0, -2, 1, 7, -0.9, -0.7
CCCOP(=O)(OCCC)C(Nc1ccc(C(C)C)cc1)c1ccc([N+](=O)[O-])cc1 (stereo unspecified)
    -14, -1, 19, -3, x, 6, -5, -1, -2.1, -0.9
Nc1n[nH]c(N)c1N=Nc1cccc(C(F)(F)F)c1
    -6, 0, -3, 2, 2, 5, 4, 33, -0.3, 0.9
Cc1cc(Cl)ccc1NC(=O)CN(C)C1=NS(=O)(=O)c2ccccc21
    -5, -1, -3, -2, -1, -5, -3, -3, -1.0, 0.7
CC1CCN(C(=O)C(C)c2ccc([N+](=O)[O-])cc2)CC1 (stereo unspecified)
    1, -1, -6, 6, -4, 10, 0, 4, -0.4, 0.2
O=C(CN1CCC(NC(=O)c2ccco2)CC1)Nc1cccc2ccccc12
    -10, 3, 32, -3, 1, 1, 0, -3, x, -7.1
C=CCn1c(SCC(=O)Nc2ccccc2F)nnc1C(C)NC(=O)c1ccccc1F (stereo unspecified)
    -5, 0, -12, 5, 5, 7, -1, 2, 0.0, 0.3
Cc1ccc(-c2cn3cccnc3n2)cc1NC(=O)c1cccs1
    -1, 3, -2, 9, x, -17, 1, 2, -3.2, -1.8
COc1cc(OC)c(C(=O)Nc2ccc(N(C)C)cc2)cc1OC
    -10, 3, -3, -6, 2&16, 7, 3, 62, 0.0, 0.7
CCC(C)CCCCNC1=NCCS1 (stereo unspecified)
    -1, 0, -4, 7, -2, 2, -1, 12, -0.8, -1.1
CCN(CC)c1ccc(NC(=O)CSc2nnc(N)s2)cc1C
    -6, 2, 0, -2, -3, -8, x, 0, 0.2, -1.2
CC(Sc1nnc(C2CC2)n1C1CC1)C(=O)Nc1ccc(C(N)=O)cc1 (stereo unspecified)
    3, 1, -1, 5, 1, 15, -2, 10, 0.5, 3.7
O=C(c1cccs1)N1CCN(Cc2ccccc2)CC1
    6, 2, -4, -7, -2, -4, 2, -16, 0.8, 1.2
CC(NC(=O)c1ccccc1F)C1CC1 (stereo unspecified)
    -8, -2, -5, -2, -1, -4, -2, -7, -2.5, -0.1
Cc1cc(=O)oc2c(C)c(OC(C)C(=O)NCC3CCC(C(=O)O)CC3)ccc12 (stereo unspecified)
    -2, 2, -5, 8, -1, 6, -2, -2, 0.5, -0.4
O=C(N/N=C/c1cc(Cl)cc([N+](=O)[O-])c1O)c1cc(-c2ccccn2)nc2ccccc12
    -15, -2, -2, 2, -2, -11, -2, -12, -1.4, -0.4
COc1cccc(-n2nnc3c(=O)n(CC(=O)N4CCCc5ccccc54)cnc32)c1
    -7, -3, -1, -4, x, 3, x, 15, -1.3, 2.0
Cc1cc(C)nc(NS(=O)(=O)c2ccc(N3C(=O)c4ccccc4C3=O)cc2)n1
    -6, -1, -3, -7, 0, -4, -3, -6, -3.7, 0.2
CCOC(=O)c1ccc(NC(=S)N(CCCN2CCCCC2)Cc2ccco2)cc1
    -9, -2, 2, 3, -4, 7, x, -1, -0.7, -0.5
O=C(NNC(=O)c1nc(Cl)ccc1Cl)c1ccc(F)cc1
    0, 2, 6, -5, 0, -4, 0, -2, -2.2, 0.6
COc1ccccc1N1CCN(Cc2cn[nH]c2-c2ccc(F)cc2)CC1
    -5, 6, 0, 5, -1, 0, -6, 0, 0.8, -0.1
O=C1CN(C(=O)CNCc2cccc(Cl)c2)c2ccccc2N1
    -17, 8, 4, -1, 11, 1, -3, -1, -2.8, 1.2
COc1ccc(NC(=S)N2CCC(C(=O)c3ccc(Cl)cc3)CC2)cc1
    -2, 1, -5, -1, 4, -3, x, -3, -1.4, 0.8
Cc1cc(NC(=O)c2ccc([N+](=O)[O-])cc2)no1
    0, 4, 5, -2, 4, 5, -3, 29, x, 1.3
COc1ccccc1NC(=O)CCC(=O)c1ccc(-c2ccccc2)cc1
    -2, 2, 24, 8, x, 2, -5, -12, -0.5, 1.1
CCOC(=O)C1=C(C)NC(=S)N(C(C)=O)C1c1ccc(Cl)cc1 (stereo unspecified)
    -17, 4, -6, 2, -8, 63*, -3, -6, -3.6, 11
Cc1ccc(S(=O)(=O)N(C)CC(=O)OCC(=O)c2c(N)n(C)c(=O)n(C)c2=O)cc1
    -3, -3, -6, 8, 1, 8, 1, 3, 0.0, -2.9
CCOc1ccc(-n2c(SCC(=O)Nc3ccccc3C)n[nH]c2=O)cc1
    -5, 0, -2, -2, x, -1, -4, 6, x, -0.7
Cc1ccc(CNC(=O)c2cc3cc(Br)ccc3oc2=N)cc1
    -9, 0, -6, 0, 0, -14, x, -8, -2.5, 1.3
COc1ccc(CC(=O)OCC(=O)Nc2cccc(C(C)=O)c2)cc1OC
    -10, 0, 2, -5, -3, 5, -5, -2, -1.2, -0.4
Cc1ccccc1CC1(CO)CCCN(C(=O)c2cccc(Cl)c2)C1 (stereo unspecified)
    -6, 2, -1, 2, 1, 26, 1, 4, -2.7, 4.1
Cc1c(C(=O)Nc2ccc(F)cc2)c2ccccn2c1CCc1ccncc1
    9, 2, 3, 1, 4, 1, -3, 56, -0.7, 0.3

Further results
Values run as follows: dFosB activator, V-ATPase pHluor, Tat export inh, cardiac RTF act, Wnt act, Rtt109 Vps75, CAL PDZ FP-1, MITF act, CAL PDZ FP-2, CDK5 inh
c1csc(-c2nc(-c3ccc(-c4ccon4)s3)no2)c1
    -2, -5, -10, 5, 42*, -7, 1, 38, 0.3, 2.8
COc1ccc(-n2c(=O)cc(N3CCN(Cc4ccccc4)CC3)[nH]c2=O)cc1
    -1, 2, 20, 2, -2, 5, 1, x, -1.6, 3.4
COc1ccc(CCC(=O)OCC(=O)Nc2sccc2C(N)=O)cc1OC
    -6, 0, -4, 4, 4, -6, -2, x, 0.4, 0.9
CC(=NNC(=O)c1cccc(S(=O)(=O)N2CCCC2)c1)c1ccccc1
    -7, 3, 18, -2, 7, -1, 1, -3, -1.5, -13
CCOC(=O)/C(C#N)=C\c1c(C)cc(C)c(COC(C)=O)c1C
    -7, -4, 1, 1, -5, -13, -1, x, -3.7, 1.6
Clc1cccc(-c2ccc(C=Nc3ccc(N4CCOCC4)cc3)o2)c1Cl
    -8, 8, 6, 5, -1, -2, x, -1, -0.9, -1.7
CCN(c1ccc(OC)cc1)S(=O)(=O)c1nnc(NC(=O)COc2ccc(F)cc2)s1
    -9, -3, -2, 1, 3, -21, -2, -8, -3.2, 0.9
CCOC(=O)N1CCN(S(=O)(=O)N2CCCC(C(=O)NCCCN3CCCCC3CC)C2)CC1 (stereo unspecified)
    4, 1, -2, 4, -1, 2, 5, 0, -2.8, -3.5
CCn1c(CNC(=O)COc2ccc(C(C)C)cc2)nnc1SCC(=O)Nc1ccc(F)cc1
    -10, 0, 2, 3, x, -3, 3, -2, -0.6, -1.2
CC(N=C(NC#N)Nc1ccncc1)C(C)(C)C (stereo unspecified)
    -1&5, 7&0, -8&-4, 2&-6, -1&4, 7&1, 5&-4, 5&-13, 0.2&-0.2, -0.4&-0.6
CC1CCCCN1S(=O)(=O)c1ccc(C(=O)Nc2ccccc2-c2nc3ccccc3s2)cc1 (stereo unspecified)
    -3, 2, -2, 1, -1, -2, x, -23, -0.2, 0.3
CCC1(c2ccccc2)NC(=O)N(CC(=O)Nc2cccnc2Cl)C1=O (stereo unspecified)
    7, 1, -3, -1, -1, -3, 5, 7, 0.5, 0.2
O=C(CSc1nccc(=O)[nH]1)NC1CCCCCCC1
    -1, 3, 19, -1, 1, -5, x, 4, 0.3, 0.4
COC(=O)c1ccc(/C=C/c2c(-c3ccsc3)sc3ccccc23)cc1
    1, -1, 1, 2, 2, -1, -2, 3, -0.5, 2.8
Cc1ccccc1-n1c(=O)cc(NCc2ccc3c(c2)OCO3)[nH]c1=O
    -4, 2, 3, 0, x, -5, x, -4, 0.2, 0.6

An excerpt from above in order of their number in MITF act, low to high.
| SMILES | MITF act |
| --- | --- |
| CC1CCCCN1S(=O)(=O)c1ccc(C(=O)Nc2ccccc2-c2nc3ccccc3s2)cc1 (stereo unspecified) | -23 |
| COC(=O)c1ccc(/C=C/c2c(-c3ccsc3)sc3ccccc23)cc1 | 3 |
| O=C(CSc1nccc(=O)[nH]1)NC1CCCCCCC1 | 4 |

From PubChem BioAssay
